GPR151 activ = activators of human GPR151, primary screen, cell-based, PathHunter beta-arrestin, luminescence; activation, % at 11.2 µM; AID 1508602, 2020; PathHunter beta-arrestin GPR151 cells; 1% of 650,000 active; G-protein coupled receptor 151 (Homo sapiens), Q8TDV0; in the data active = activation above about 4.9%;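 also: 0% = median of compound wells and 100% = cells with positive control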
TEAD-YAP block = TEAD-YAP interaction inhibition, primary screen, TEAD-YAP interaction inhibitor project, luminescence, HEK-TIYL cells | TEAD-Gal4/YAP UAS-luciferase luminescence | inhibition, % at 9.12 µM | 1.4% of 640,000 active; in the data active = inhibition above about 32%;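 also: 0% = median of test compound wells and 100% = reference inhibitor wells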
FBW7 act = FBW7 E3 ligase activators, primary screen, biochemical, AlphaScreen, human. AlphaScreen FBW7–phospho-cyclin E peptide binding, activator screen. normalized activity (activation), % at 26.1 µM. AID 1259310, 2017. 0.13% of 650,000 active. F-box/WD repeat-containing protein 7 (Homo sapiens), Q969H0; in the data active = normalized activity above about 1.9%;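 also: purified mutant Fbw7 with reduced substrate affinity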
Target sequence (Q969H0 whole entry, looked up): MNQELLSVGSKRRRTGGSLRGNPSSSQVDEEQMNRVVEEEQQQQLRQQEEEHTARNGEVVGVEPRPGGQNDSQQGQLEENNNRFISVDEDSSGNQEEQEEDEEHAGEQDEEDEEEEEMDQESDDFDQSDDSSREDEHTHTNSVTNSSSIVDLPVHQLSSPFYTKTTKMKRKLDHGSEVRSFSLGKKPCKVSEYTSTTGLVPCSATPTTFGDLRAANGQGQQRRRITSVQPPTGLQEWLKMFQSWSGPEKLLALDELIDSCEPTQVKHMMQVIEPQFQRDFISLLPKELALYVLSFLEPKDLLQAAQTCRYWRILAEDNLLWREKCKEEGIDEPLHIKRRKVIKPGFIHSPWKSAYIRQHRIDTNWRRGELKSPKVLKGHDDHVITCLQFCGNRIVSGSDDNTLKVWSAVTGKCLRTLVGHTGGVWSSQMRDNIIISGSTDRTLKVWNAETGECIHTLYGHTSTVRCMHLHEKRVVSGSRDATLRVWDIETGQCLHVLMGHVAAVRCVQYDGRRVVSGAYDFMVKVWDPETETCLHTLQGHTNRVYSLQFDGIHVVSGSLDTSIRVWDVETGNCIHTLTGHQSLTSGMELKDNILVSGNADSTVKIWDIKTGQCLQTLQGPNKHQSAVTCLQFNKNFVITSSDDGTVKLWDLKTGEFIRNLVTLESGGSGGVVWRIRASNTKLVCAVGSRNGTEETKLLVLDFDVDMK
MITF inh = MITF inhibitors, primary screen, biochemical, AlphaScreen, human. AID 1259374, 2018. inhibition, % at 2.6 µM. 0.91% of 650,000 active. AlphaScreen MITF homodimerization, bead proximity signal. Microphthalmia-associated transcription factor (Homo sapiens), O75030; in the data active = inhibition above about 50%;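 also: 0% = vehicle wells with protein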
The depositor's hits bear a star.

What do the screens show for `CC(=O)OC(C)CC1Nc2ccccc2C(c2ccccc2)(c2ccccc2)O1` (centres undefined)?
GPR151 activ: 0.9; TEAD-YAP block: 2; FBW7 act: -0.4; MITF inh: 5

How did O=C(c1oc(=O)c2ccccc2c1-c1ccccc1)N1CCN(c2ccc([N+](=O)[O-])cc2)CC1 do in these assays?
GPR151 activ: 0.6; TEAD-YAP block: -9; FBW7 act: 0.0; MITF inh: -5

What do the screens show for `O=C(Nc1ccc(N2CCOCC2)cc1)c1ccnc(NCCN2CCOCC2)c1`?
GPR151 activ: -1.0; TEAD-YAP block: 8; FBW7 act: -0.2; MITF inh: 29

How did COC(=O)C1=C(C)NC(=O)NC1c1cc(OC)c(OC)cc1Cl (centres undefined) do in these assays?
GPR151 activ: 2.0; TEAD-YAP block: 2; FBW7 act: 0.2; MITF inh: 10

How did CCCOC(=O)CSc1nc(C)c(C)c(C)c1C#N do in these assays?
GPR151 activ: 1.8; TEAD-YAP block: -4; FBW7 act: 0.3; MITF inh: -18

Results for CCOC(=O)CSc1ncnc2sc3c(c12)CCCC3 ?
GPR151 activ: 0.4; TEAD-YAP block: -7; FBW7 act: 0.0; MITF inh: 1

How did O=C(c1cccnc1Nc1ccc(F)cc1)N1CCCC1 do in these assays?
GPR151 activ: -1.1; TEAD-YAP block: 7; FBW7 act: -0.1; MITF inh: -9

What do the screens show for `CCOC(=O)c1c(C=O)c2sc(C)cc2n1CC(=O)c1ccc(OC)cc1`?
GPR151 activ: 2.0; TEAD-YAP block: -6; FBW7 act: 0.0; MITF inh: -10

How did Cc1cc(C(F)(F)F)[nH]c(=O)c1C#N do in these assays?
GPR151 activ: 0.4; TEAD-YAP block: -2; FBW7 act: 0.2; MITF inh: 12

Results for O=C1NCCN(Cc2cccc(Oc3ccccc3)c2)C1CC(=O)N1CCSCC1 (centres undefined) ?
GPR151 activ: -0.3; TEAD-YAP block: 12; FBW7 act: 0.1; MITF inh: 2

What do the screens show for `CCOC(=O)c1c(C=O)oc2c(C)cc(OC(C)=O)c(Br)c12`?
GPR151 activ: -0.6; TEAD-YAP block: 6; FBW7 act: -0.1; MITF inh: -15

What do the screens show for `O=C(CN1C(=O)/C(=C\c2ccccc2)Oc2ccccc21)N1CCN(c2ncccn2)CC1`?
GPR151 activ: -0.8; TEAD-YAP block: -6; FBW7 act: -0.2; MITF inh: -4

How did CN(Cc1ccccn1)Cc1c(C(=O)N2CCCC2)nc2sccn12 do in these assays?
GPR151 activ: -0.4; TEAD-YAP block: 2; FBW7 act: 0.6; MITF inh: 17

How did O=C(O[n+]1ccc(N2CCOCC2)cc1)N(c1ccccc1)c1ccccc1 do in these assays?
GPR151 activ: 0.5; TEAD-YAP block: -1; FBW7 act: 0.0; MITF inh: -2

Results for CC(=O)c1cc(-c2ccccc2)n(CCC(=O)NCc2ccccn2)c1C ?
GPR151 activ: -1.3; TEAD-YAP block: 2; FBW7 act: 0.3; MITF inh: 10

How did OCc1ccc2c(c1)OCCOCCOc1cc(CO)ccc1OCCOCCO2 do in these assays?
GPR151 activ: 0.8; TEAD-YAP block: -8; FBW7 act: -0.1; MITF inh: 1

What do the screens show for `Cc1ccc2nc(N3CCN(C)CC3)c(/C=C3\SC(=S)NC3=O)c(=O)n2c1`?
GPR151 activ: 0.7; TEAD-YAP block: -5; FBW7 act: -0.2; MITF inh: -3

How did N#Cc1nc(-c2cccc(Cl)c2)oc1N1CCN(C(=O)c2ccc(F)cc2)CC1 do in these assays?
GPR151 activ: 2.6; TEAD-YAP block: 8; FBW7 act: 0.5; MITF inh: 11

What do the screens show for `O=C(CCC(=O)N1CCSc2ccccc21)N1CCN(c2cccc(Cl)c2)CC1`?
GPR151 activ: 1.7; TEAD-YAP block: 11; FBW7 act: -0.1; MITF inh: -2

How did COc1ccc(CCn2c(=S)[nH]c3ccc(N4CCOCC4)cc3c2=O)cc1OC do in these assays?
GPR151 activ: 1.9; TEAD-YAP block: -6; FBW7 act: 0.5; MITF inh: 2

How did CN1CCN(c2nc(NC3CCCCC3)c3ccccc3n2)CC1 do in these assays?
GPR151 activ: 12*; TEAD-YAP block: 4; FBW7 act: -0.1; MITF inh: -33

Results for CS(=O)(=O)Nc1nn(Cc2ccc(C(=O)N3CCOCC3)cc2)c2ccccc12 ?
GPR151 activ: -0.2; TEAD-YAP block: -4; FBW7 act: 0.3; MITF inh: 22

What do the screens show for `CCc1nc2sc3c(c2c(=O)n1CCO)CCCC3`?
GPR151 activ: 0.6; TEAD-YAP block: -3; FBW7 act: -0.4; MITF inh: 16

Results for O=C(Nc1nnc(-c2cccs2)s1)c1ccccc1 ?
GPR151 activ: 0.1; TEAD-YAP block: -52; FBW7 act: -0.1; MITF inh: 5

What do the screens show for `Cc1cc(/C=C2/C(=N)N3C(=NC2=O)SN=C3S(C)(=O)=O)c(C)n1-c1ccccc1F`?
GPR151 activ: -1.5; TEAD-YAP block: 3; FBW7 act: 0.7; MITF inh: 15

What do the screens show for `Nc1[nH]nc2nc3cc(Cl)ccc3cc12`?
GPR151 activ: 1.9; TEAD-YAP block: 6; FBW7 act: 0.0; MITF inh: -4

Results for CCOC(=O)c1sc2nc(CN3CCCCCC3)[nH]c(=O)c2c1C ?
GPR151 activ: 1.0; TEAD-YAP block: -4; FBW7 act: -0.2; MITF inh: -4

How did C/C(=C(/C#N)P(=Nc1ccccc1)(N1CCOCC1)N1CCOCC1)N1CCCC1 do in these assays?
GPR151 activ: 0.9; TEAD-YAP block: 1; FBW7 act: 0.2; MITF inh: -7

How did COc1ccc2c(c1)C(C)CC(C)(C)N2C(=O)NC1CCCCC1 (centres undefined) do in these assays?
GPR151 activ: -1.3; TEAD-YAP block: -22; FBW7 act: 1.1; MITF inh: 17

Results for COCCOC(=O)c1cc(C(=O)c2cc(F)ccc2O)coc1=N ?
GPR151 activ: 0.2; TEAD-YAP block: 4; FBW7 act: -0.1; MITF inh: 4

What do the screens show for `O=C1CSC(c2ccc(Br)cc2)N1c1ccc(Oc2ccccc2)cc1` (centres undefined)?
GPR151 activ: 0.1; TEAD-YAP block: -3; FBW7 act: -0.1; MITF inh: -1

What do the screens show for `CCCc1nnc(SCC(=O)Nc2ccc3c(c2)OCO3)n1CCOC`?
GPR151 activ: 0.3; TEAD-YAP block: 9; FBW7 act: -0.1; MITF inh: -12

Results for CCC1SC2=NC(C)=C(C(=O)OC)C(c3ccccc3Cl)N2C1=O (centres undefined) ?
GPR151 activ: 0.0; TEAD-YAP block: -4; FBW7 act: 0.1; MITF inh: 10

Results for COc1ccccc1-c1nc(SCC(=O)O)n[nH]1 ?
GPR151 activ: 1.2; TEAD-YAP block: 3; FBW7 act: 0.1; MITF inh: -8

Results for CCN(CC)C(=O)C1=C(C)Nc2ncnn2C1c1cccnc1 (centres undefined) ?
GPR151 activ: -0.1; TEAD-YAP block: -4; FBW7 act: 0.1; MITF inh: 12

Results for OCCC1CN(Cc2cc(Cl)ccc2O)CCN1C1CCCCC1 (centres undefined) ?
GPR151 activ: -1.6; TEAD-YAP block: -4; FBW7 act: 0.2; MITF inh: 12

Results for O=C(NCCOc1ccccc1)c1ccc2ccccc2n1 ?
GPR151 activ: -0.9; TEAD-YAP block: 53*; FBW7 act: -0.1; MITF inh: -14

What do the screens show for `COc1ccccc1OCCOC(=O)Nc1ccccc1`?
GPR151 activ: -1.9; TEAD-YAP block: -20; FBW7 act: 0.1; MITF inh: 5

How did COc1ccc(N/C=C(/C#N)c2nc(-c3ccccc3)cs2)cc1 do in these assays?
GPR151 activ: 10.0*; TEAD-YAP block: -3; FBW7 act: 0.2; MITF inh: 4

How did Cc1ccc(NC(=O)CSc2nnc3[nH]c(=O)ccn23)cc1Cl do in these assays?
GPR151 activ: 1.3; TEAD-YAP block: 14; FBW7 act: -0.2; MITF inh: -7

How did C=C1C(C(=O)Nc2cccc3ccccc23)C1C(=O)Nc1cccc2ccccc12 (centres undefined) do in these assays?
GPR151 activ: -0.1; TEAD-YAP block: 6; FBW7 act: -0.1; MITF inh: -11

How did COc1ccc(/C=C(/NC(=O)c2ccco2)C(=O)O)cc1 do in these assays?
GPR151 activ: -1.2; TEAD-YAP block: 6; FBW7 act: 0.8; MITF inh: 15

How did O=C1c2ccccc2C(=O)N1c1ccc(Oc2ccccc2)cc1 do in these assays?
GPR151 activ: 0.3; TEAD-YAP block: 13; FBW7 act: 0.0; MITF inh: -3

How did COc1ccc(COC(=O)NNC(=O)c2ccc(Cl)cc2)cc1 do in these assays?
GPR151 activ: -0.4; TEAD-YAP block: -2; FBW7 act: -0.1; MITF inh: 9

Results for CCOc1ccc(C(=O)Nc2ccc(-c3ccc(N4CCOCC4)nn3)cc2)cc1 ?
GPR151 activ: 4.3; TEAD-YAP block: -10; FBW7 act: -0.2; MITF inh: -12

How did CC(C)C(=O)NN1C(=O)C2C3C=CC(C4CC34)C2C1=O (centres undefined) do in these assays?
GPR151 activ: -0.2; TEAD-YAP block: 6; FBW7 act: 0.0; MITF inh: 7

What do the screens show for `COc1ccc(-c2cc(C(=O)Nc3nccs3)c3ccccc3n2)c(OC)c1`?
GPR151 activ: -0.5; TEAD-YAP block: 24; FBW7 act: 0.0; MITF inh: -17

What do the screens show for `O=S(=O)(/C=C/c1ccccc1)Nc1ccc2cn[nH]c2c1`?
GPR151 activ: 2.9; TEAD-YAP block: 4; FBW7 act: -0.2; MITF inh: -8

What do the screens show for `COc1ccc(CNC(=O)CCc2ccccc2)cc1`?
GPR151 activ: -0.9; TEAD-YAP block: -17; FBW7 act: 0.4; MITF inh: 19

What do the screens show for `COc1ccc(-c2cnnc(NCC3CCCCO3)n2)cc1` (centres undefined)?
GPR151 activ: -1.1; TEAD-YAP block: -7; FBW7 act: -0.2; MITF inh: -5

What do the screens show for `CC1CN(c2cc(=O)n(-c3cccc(Br)c3)c(=O)[nH]2)CC(C)O1` (centres undefined)?
GPR151 activ: 0.6; TEAD-YAP block: -5; FBW7 act: -0.1; MITF inh: 4

What do the screens show for `Cc1ccccc1Cn1cc(NC(=O)c2cc(CC(C)C)on2)cn1`?
GPR151 activ: -0.4; TEAD-YAP block: 3; FBW7 act: 0.1; MITF inh: 10

Results for CC(=O)c1cccc(NC(=S)NC(=O)c2cccc([N+](=O)[O-])c2C)c1 ?
GPR151 activ: 2.7; TEAD-YAP block: 2; FBW7 act: 0.1; MITF inh: 7

Results for O=C(CN1CCN(C2c3ccccc3-c3ccccc32)CC1)Nc1cccc(F)c1 ?
GPR151 activ: -0.5; TEAD-YAP block: -16; FBW7 act: -0.2; MITF inh: -1

How did CCCCSc1nc(O)cc(=O)n1CC do in these assays?
GPR151 activ: 0.9; TEAD-YAP block: -6; FBW7 act: 0.1; MITF inh: 15

Results for CC(C)OCCCNC(=O)c1ccc2c(c1)NC(=O)C(N1CCCCC1)S2 (centres undefined) ?
GPR151 activ: -0.1; TEAD-YAP block: 9; FBW7 act: -0.2; MITF inh: 6

What do the screens show for `O=C1CSC(c2ccc3c(c2)OCO3)N1Cc1ccccc1` (centres undefined)?
GPR151 activ: -0.1; TEAD-YAP block: -5; FBW7 act: 0.1; MITF inh: -11

Results for Cc1cc2nc(C3CCCCN3C(=O)Cn3ccnc3)[nH]c2cc1C (centres undefined) ?
GPR151 activ: -0.8; TEAD-YAP block: -12; FBW7 act: -0.1; MITF inh: 4

Not a retest: seven of the compounds above.
How did Cc1cc(C(F)(F)F)[nH]c(=O)c1C#N do in these assays?
GPR151 activ: 0.4; TEAD-YAP block: -2; FBW7 act: 0.2; MITF inh: 12

Results for O=C1NCCN(Cc2cccc(Oc3ccccc3)c2)C1CC(=O)N1CCSCC1 (centres undefined) ?
GPR151 activ: -0.3; TEAD-YAP block: 12; FBW7 act: 0.1; MITF inh: 2

What do the screens show for `CCOC(=O)c1c(C=O)oc2c(C)cc(OC(C)=O)c(Br)c12`?
GPR151 activ: -0.6; TEAD-YAP block: 6; FBW7 act: -0.1; MITF inh: -15

What do the screens show for `O=C(CN1C(=O)/C(=C\c2ccccc2)Oc2ccccc21)N1CCN(c2ncccn2)CC1`?
GPR151 activ: -0.8; TEAD-YAP block: -6; FBW7 act: -0.2; MITF inh: -4

How did CN(Cc1ccccn1)Cc1c(C(=O)N2CCCC2)nc2sccn12 do in these assays?
GPR151 activ: -0.4; TEAD-YAP block: 2; FBW7 act: 0.6; MITF inh: 17

How did O=C(O[n+]1ccc(N2CCOCC2)cc1)N(c1ccccc1)c1ccccc1 do in these assays?
GPR151 activ: 0.5; TEAD-YAP block: -1; FBW7 act: 0.0; MITF inh: -2

Results for CC(=O)c1cc(-c2ccccc2)n(CCC(=O)NCc2ccccn2)c1C ?
GPR151 activ: -1.3; TEAD-YAP block: 2; FBW7 act: 0.3; MITF inh: 10

Screening data: PubChem BioAssay, The Scripps Research Institute Molecular Screening Center
